H37Rv inhibition = M. tuberculosis growth inhibition, HTS (AID 449762) | 330,000 tested, 0.59% active | inhibition, % at 25 µM; hits with a dose series show IC50 in µM | M. tuberculosis H37Rv growth inhibition, 7H9 media; higher % means a stronger effect; in the data active = a potency from the dose series; inconclusive = inhibition above about 70% without an active follow-up result;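 note: bacterial growth assessed after seven days of incubation; strong numbers were not always called active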
Salmonella PhoP GFP = PhoP regulon inhibitors, Salmonella typhi PhoP promoter GFP reporter, confirmatory (AID 1850); inhibition, % at 50 µM, or IC50 in µM where a hit was titrated; Salmonella Typhi PhoP-promoter GFP reporter, fluorescence, 4 h; higher % means a stronger effect; 310,000 tested, 0.33% active; in the data active = a potency from the dose series; inconclusive = inhibition mostly from about 25% at the one dose, without a potency; inactive = the rest, 99 in 100 with inhibition below about 19%;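 note: 0% = induced wells with vehicle and 100% = uninduced wells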
tuberculosis growth = growth inhibition of non-replicating M. tuberculosis (AID 488890). 320,000 tested, 0.39% active. inhibition, % at 25 µM; hits with a dose series show IC50 in µM. Mycobacterium tuberculosis non-replicating, growth inhibition; higher % means a stronger effect; in the data active = a potency from the dose series; inconclusive = inhibition mostly from about 82% at the one dose, without a potency; inactive = the rest, 99 in 100 with inhibition below about 76%;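 note: plate controls were DMSO cells for no effect and high antibiotic wells for full effect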
VEEV TC-83 Vero = inhibitors of VEEV TC-83 cytopathic effect, confirmation, Vero cells (AID 588727); Vero cells, VEEV TC-83 cytopathic effect inhibition; higher % means a stronger effect; inhibition, % at 20 µM, or IC50 in µM where a hit was titrated; 350,000 tested, 0.13% active; in the data active = a potency from the dose series; inconclusive = inhibition mostly from about 14% at the one dose, without a potency; inactive = the rest, 99 in 100 with inhibition below about 12%; note: strong numbers were not always called active
influenza NS1A = H1N1 influenza NS1A inhibitors, functional cell based assay (AID 504329). inhibition, % at 12.5 µM; hits with a dose series show IC50 in µM. NS1A functional cell-based assay, percent inhibition; higher % means a stronger effect. 340,000 tested, 0.3% active; in the data active = a potency from the dose series; inconclusive = inhibition above about 27% without an active follow-up result; note: strong numbers were not always called active
VEEV TC-83 Vero 10K pilot screen = recorded beside VEEV TC-83 Vero, whose call it bears; inhibition, %; measured here: 10K pilot screen inhibition
An asterisk follows results filed as active; i = inactive; ? = inconclusive; / = no result given. Rows were taken by chance (roughly 1.5% active in at least one column).

SMILES | H37Rv inhibition | Salmonella PhoP GFP | tuberculosis growth | VEEV TC-83 Vero | influenza NS1A | others
CC1(C(=O)NCCCN2CCOCC2)Oc2cccnc2NC1=O (centres undefined) | 0% | -24% | 3% | i | -2%
O=C(NC(=O)N1CCN(c2ccccc2F)CC1)c1ccccc1 | -2% | -12% | 10% | i | 9%
O=C(N/N=C/c1ccc(O)c(O)c1)NC12CC3CC(CC(C3)C1)C2 | 1% | 10% | 4% | 4.3% | 7%
CCC1(c2ccccc2)NC(=O)N(CC(=O)Nc2ccc(N3CCCC3)cc2C)C1=O (centres undefined) | 5% | -4% | 23% | 3.7% | 10%
Cc1c(C(c2ccc(F)cc2)c2c(C)n(C)n(-c3ccccc3)c2=O)c(=O)n(-c2ccccc2)n1C | 5% | 1% | -14% | 1.1% | 0%
Cc1ccccc1C(=O)Oc1ccccc1N1C(=O)C2CC=CCC2C1=O (centres undefined) | 10% | 3% | 15% | 0.2% | -1%
O=C(CN1C(=O)C2C3C=CC(C4CC34)C2C1=O)OCC(=O)c1ccccc1 (centres undefined) | -4% | 1% | 28% | 0.4% | -4%
CC1(C(=O)Nc2nc3ccc(S(C)(=O)=O)cc3s2)CC1(Cl)Cl (centres undefined) | 2% | 4% | -7% | 10% | 5%
CCn1c(CNc2ccc(C(=O)O)cc2)nc2ccccc21 | 0% | -3% | 23% | 1.3% | -3%
Cc1nn(-c2ccccc2)c2c1C1(C(=O)N(C(C)C)c3ccccc31)C(C#N)=C(N)O2 (centres undefined) | 5% | -19% | 59% | 1.8% | 3%
NC(=O)c1c(NC(=O)CSc2nnc(-c3ccco3)n2-c2ccccc2)sc2c1CCC2 | -9% | 5% | 23% | 7.2% | 9%
CC(=O)Nc1ccccc1C(=O)N1CCN(Cc2ccc3c(c2)OCO3)CC1 | 5% | -7% | 3% | 0.6% | -31%
COC(=O)/C=c1/s/c(=C(\C#N)C(=O)NCc2ccco2)n(-c2ccccc2)c1=O | -6% | 15% | -8% | i | -1%
COCCN(CC(=O)Nc1cccc(C)c1C)C(=O)c1oc2c(Cl)cccc2c1C | 3% | / | 17% | 8.7% | -16%
O=C(CN1C(=O)NC2(CCCCC2)C1=O)Nc1nc2c(F)cc(F)cc2s1 | -1% | 0% | -6% | 8.6% | -6%

Among those listed so far, 2 contain a cyano group:
SMILES | H37Rv inhibition | Salmonella PhoP GFP | tuberculosis growth | VEEV TC-83 Vero | influenza NS1A | others
Cc1nn(-c2ccccc2)c2c1C1(C(=O)N(C(C)C)c3ccccc31)C(C#N)=C(N)O2 (centres undefined) | 5% | -19% | 59% | 1.8% | 3%
COC(=O)/C=c1/s/c(=C(\C#N)C(=O)NCc2ccco2)n(-c2ccccc2)c1=O | -6% | 15% | -8% | i | -1%

(list continues)
SMILES | H37Rv inhibition | Salmonella PhoP GFP | tuberculosis growth | VEEV TC-83 Vero | influenza NS1A | others
CC(C)OC(=O)c1c2c(n3ccccc13)C(=O)c1ccccc1C2=O | ? | 5% | 9.5µM* | 8.8% | 7%
COc1ccccc1C(=O)NCCNc1ccc([N+](=O)[O-])cc1Cl | -3% | -3% | 35% | 0.7% | 6%
C=C(C)C(=O)Nc1cccc(C2=NOC3(C2)C[C@H](C(N)=O)N(C(=O)/C=C/C)C3)c1 (some centres undefined) | -3% | -8% | -8% | i | -7%
CCOc1cc(NC(=S)NCCCN2CCOCC2)c(OCC)cc1NC(=O)c1ccco1 | 7% | 3% | 19% | 0.5% | 0%
Cc1ccsc1-c1cc(C(=O)O)c2c(ccc3ccccc32)n1 | 11% | -5% | 10% | 2.1% | -1%
O=C(NN=Cc1cccc2ccccc12)C1CC1 | / | / | / | 2.6% | -7%
CCOC(=O)N1CCN(c2c(N3CCN(c4ccccc4F)CC3)c(=O)c2=O)CC1 | 2% | 7% | 6% | 1.8% | -6%
COC(=O)C1=C(c2cccc(OCc3ccccc3)c2)C[C@@H]2CC[C@H]1N2C(=O)NCc1ccc(Cl)cc1 | -1% | / | 21% | 2.6% | -4% | VEEV TC-83 Vero 10K pilot screen=1.2
CCOc1cccc(N2C(=O)CC(N3CCN(c4nc5ccccc5s4)CC3)C2=O)c1 (centres undefined) | 2% | -2% | 8% | 2.0% | 9%
Cc1ccc2oc(=O)cc(CN3CCCCC3)c2c1 | 6% | 8% | 4% | i | 20%
COc1ccc(CCNC(=O)CCNS(=O)(=O)c2cc(Br)cnc2N)cc1OC | -8% | 4% | 7% | 2.7% | -12%
CN(C(=O)COC(=O)c1ccc(Cl)s1)C1(C#N)CCCCC1 | / | / | / | 0.4% | -3%
CC(C)NC(=O)NC(=O)COC(=O)c1ccccc1O | -10% | 8% | 14% | 1.1% | 1%
COc1cc(O)c(C(CC(=O)N2CCCCC2)c2ccc(N(C)C)cc2)c(OC)c1 (centres undefined) | / | / | / | 0.3% | 6%
O=C(NCCCN1CCCC1=O)c1ccc(S(=O)(=O)Nc2ccccc2)cc1 | -12% | 8% | -18% | 1.1% | -3%

Overlap with the part before: six compounds; new compounds follow.
SMILES | H37Rv inhibition | Salmonella PhoP GFP | tuberculosis growth | VEEV TC-83 Vero | influenza NS1A | others
Cc1ccc2oc(=O)cc(CN3CCCCC3)c2c1 | 6% | 8% | 4% | i | 20%
COc1ccc(CCNC(=O)CCNS(=O)(=O)c2cc(Br)cnc2N)cc1OC | -8% | 4% | 7% | 2.7% | -12%
CN(C(=O)COC(=O)c1ccc(Cl)s1)C1(C#N)CCCCC1 | / | / | / | 0.4% | -3%
CC(C)NC(=O)NC(=O)COC(=O)c1ccccc1O | -10% | 8% | 14% | 1.1% | 1%
COc1cc(O)c(C(CC(=O)N2CCCCC2)c2ccc(N(C)C)cc2)c(OC)c1 (centres undefined) | / | / | / | 0.3% | 6%
O=C(NCCCN1CCCC1=O)c1ccc(S(=O)(=O)Nc2ccccc2)cc1 | -12% | 8% | -18% | 1.1% | -3%
COC(=O)c1ccc(NC(=O)c2cccc(OC)c2)cc1 | 11% | 2% | 28% | i | 2%
COc1ccc(NC(=O)CN(C)C2=NS(=O)(=O)c3ccccc32)cc1Cl | -2% | / | -5% | 2.7% | 9%
O=C(NNS(=O)(=O)c1ccc(F)cc1)c1ccc([N+](=O)[O-])cc1 | 9% | 1% | -3% | 1.7% | 0%
COc1ccc(Br)cc1S(=O)(=O)Nc1ncccc1C | -13% | -4% | -14% | i | -9%
COc1ccc(OCC(=O)N2CCN(C(=O)c3ccccc3)CC2)cc1 | 4% | -12% | -8% | 2.2% | -3%
CC(NCCC1(C(C)C)CCOC(C)(C)C1)c1cccs1 (centres undefined) | -5% | -7% | -8% | i | -5%
Nc1ccccc1-c1nnn(CC(=O)N2CCCc3ccccc32)n1 | -1% | -6% | -7% | i | -3%
O=C1CN(C(=O)COC(=O)c2cccc(OCc3ccccc3)c2)c2ccccc2N1 | -2% | -9% | 16% | 1.3% | -6%
COC(=O)c1cn[nH]c1N | -7% | 12% | -2% | 0.9% | -4%
Cc1nc2cc(C(=O)N3CCc4ccccc43)ccc2n1-c1ccc(F)c(F)c1 | 12% | 3% | 59% | 1.6% | -5%
Cn1c(N2CCNCC2)nc2ccccc21 | -8% | -9% | 2% | i | 5%
O=[N+]([O-])c1cnn(-c2nc(-c3ccco3)cc(C(F)(F)F)n2)c1 | -2% | -2% | 1% | 0.6% | 7%
O=C(Nc1ccc(F)c(F)c1)C1CCN(S(=O)(=O)c2cccs2)CC1 | 3% | / | 19% | 2.1% | -6%
CC1CCCN(C(=O)CSc2n[nH]c(-c3cccs3)n2)C1 (centres undefined) | -1% | -2% | 8% | 1.5% | -6%
CC(C)(C)OC(=O)C[C@@H]1C/C=C\C[C@@H](CC(=O)NCCO)C(=O)NC[C@@H](c2ccccc2)OC1=O | 3% | / | / | 2.3% | 6%
CCCCN(C(=O)C(C)N1C(=O)c2ccccc2C1=O)c1c(N)n(CCCC)c(=O)[nH]c1=O (centres undefined) | -10% | / | -10% | 1.3% | -4%
O=C1N/C(=N\N=C\c2cccs2)SC1Cc1cccc(Cl)c1 (centres undefined) | 8% | 1% | 60% | i | 3%
O=C(COC(=O)CCNS(=O)(=O)c1cccc(C(F)(F)F)c1)NC(=O)NC1CCCCC1 | -1% | -9% | 13% | 5.9% | -5%
O=C(c1ccccc1-c1ncc[nH]1)N1CCc2c([nH]c3ccccc23)C1c1ccccn1 (centres undefined) | -7% | 0% | 41% | 8.0% | /
COc1cc2c(cc1NC(=O)COC(=O)c1ccccc1)oc1ccccc12 | 56% | -1% | 8% | / | /
COC(=O)c1ccccc1NC(=O)C(C)n1nc(C)c2c(C)n(-c3ccccc3)nc2c1=O (centres undefined) | 4% | 6% | 32% | 7.5% | 7%
Cc1ccc(NS(=O)(=O)c2cccc(C(=O)Nc3cc(C)on3)c2)cc1 | 4% | -2% | 13% | i | 8%
COc1ccc(N2CCN(S(=O)(=O)c3c(C)n(C)c(=O)n(C)c3=O)CC2)cc1 | 1% | -3% | -5% | 3.1% | 0%
CCOC(=O)c1c(NC(=O)C2CC(Cl)=CCC2C(=O)O)sc2c1CC(C)(C)OC2 (centres undefined) | -8% | -4% | 7% | 6.7% | 5%
CC(C)(CSc1ccccn1)NS(=O)(=O)c1ccccc1 | -2% | -2% | 22% | i | -4%
CN(C)CCCn1c2c(c(SCC(=O)Nc3cccc4ccccc34)nc1=O)CCCC2 | -8% | 8% | 27% | 6.7% | -11%
Cc1ccc(NC(=O)CC2(CC(=O)O)CCCC2)cc1 | 10% | 2% | -4% | i | -5%
O=c1c2c([N+](=O)[O-])cc([N+](=O)[O-])cc2sn1-c1ccc(Br)cc1 | -3% | -7% | i | 2.0% | 4%
S=c1[nH]nc(Cn2c(-c3ccccn3)nc3ccccc32)n1-c1ccc2c(c1)OCCO2 | -3% | 1% | 0% | 1.2% | 1%
Cc1cc(C)c2ccc(N)nc2c1O | -12% | 20% | 41% | 9.5% | -7%
CC(C)Oc1ccc2ccccc2c1C=O | -11% | -2% | 2% | 1.3% | -5%
CC1CCCC(NC(=O)C2CCN(S(=O)(=O)c3cccc4nonc34)CC2)C1C (centres undefined) | 0% | 11% | -11% | 0.9% | 1%
O=C(NCC1CCCO1)c1nn2c(c1Cl)NC(c1ccc(F)cc1)CC2C(F)(F)F (centres undefined) | -1% | 0% | -14% | 3.2% | 3% | VEEV TC-83 Vero 10K pilot screen=2.8
O=c1[nH]nnc2c1sc1nc(N3CCOCC3)c3c(c12)CCCC3 | 13% | 4% | 3% | 0.3% | -5%
CC(C)CCn1c(=O)c(C(=O)NCc2ccco2)c(O)c2ccccc21 | -6% | -23% | 0% | i | -1%
COc1ccc(Cl)cc1N(C(C)=O)c1nc(C)cc(C)c1C#N | -1% | 1% | 13% | 0.7% | -5%
Cn1c(-c2nnn(-c3ccc(F)cc3)n2)cc2ccccc21 | -1% | -6% | 27% | / | /
CN(CCO)c1nc(N)c(C#N)c(CC#N)c1C#N | -7% | 5% | -7% | 0.2% | -1%
CCS(=O)(=O)c1ccc(O)c(NC(=O)Nc2cccc3ccccc23)c1 | -18% | 4% | -14% | 7.1% | -18%
CCOc1ccc(NC(=O)C/C(C)=N/NC(=O)COc2ccc(Br)cc2C)cc1 | ? | 6% | 15% | 2.2% | -5%
CSc1ncccc1C(=O)OCC(=O)N1CC2(C)CC1CC(C)(C)C2 (centres undefined) | 7% | / | 16% | 0.3% | -12%
Cc1cc(C(F)F)n2nc(C(=O)Nc3ccc(S(=O)(=O)N4CCCCCC4)cc3)nc2n1 | 3% | -1% | 15% | 1.8% | 1%
CCC(c1nnnn1CCc1ccccc1)N1CCN(c2ccc(OC)cc2)CC1 (centres undefined) | -5% | -3% | 2% | i | 1%
COc1ccc(C(C(=O)NC(C)(C)C)N(C(=O)CCC(=O)Nc2cc(C)on2)c2ccccc2F)cc1 (centres undefined) | ? | 14% | 9% | i | 8%
CCS(=O)(=O)n1nc(-c2ccccc2)nc1NCc1ccco1 | -6% | -7% | -8% | 1.9% | 5%
Cc1ccccc1NC(C)C(=O)N/N=C/c1ccccc1OCc1cccc(Br)c1 (centres undefined) | -11% | 8% | 38% | 2.6% | 5%
CCOc1ncccc1C(=O)Nc1cc(S(=O)(=O)N(CC)CC)ccc1N1CCOCC1 | -2% | / | 28% | 0.8% | -1%
O=C(N/N=C/c1ccc(O)cc1)Nc1cccc2nsnc12 | 6% | -2% | 18% | 12% | 9%
